CHT block: human CHT choline transport inhibition | B-score at 10 µM | CHT-expressing cells, membrane potential dye, choline response; stronger effect = lower value | actives 0.86% (n = 310,000) | Q9GZV3;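 active = B-score over 3 SD under the library average, and starting fluorescence ratio not unusually high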;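 note: choline stimulus applied at its EC90 after an EC20 pre-addition; B-score computed on integrated fluorescence ratio after choline addition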
Target sequence (Q9GZV3 whole entry, looked up): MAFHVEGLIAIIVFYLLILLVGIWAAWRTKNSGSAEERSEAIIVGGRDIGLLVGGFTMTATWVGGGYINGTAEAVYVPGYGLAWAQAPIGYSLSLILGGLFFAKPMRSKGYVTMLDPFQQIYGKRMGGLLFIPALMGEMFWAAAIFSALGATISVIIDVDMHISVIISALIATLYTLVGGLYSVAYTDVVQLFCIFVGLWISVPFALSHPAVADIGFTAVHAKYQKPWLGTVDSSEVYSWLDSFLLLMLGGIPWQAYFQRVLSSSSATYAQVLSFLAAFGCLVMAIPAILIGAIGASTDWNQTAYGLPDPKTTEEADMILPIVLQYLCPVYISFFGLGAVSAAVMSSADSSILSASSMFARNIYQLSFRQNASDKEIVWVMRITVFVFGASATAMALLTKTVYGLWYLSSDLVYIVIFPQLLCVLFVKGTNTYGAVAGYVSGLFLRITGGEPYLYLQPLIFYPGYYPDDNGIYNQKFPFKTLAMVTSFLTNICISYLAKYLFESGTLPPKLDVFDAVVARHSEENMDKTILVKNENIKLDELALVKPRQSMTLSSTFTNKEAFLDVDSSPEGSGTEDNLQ
Kir21 inh: Kir2.1 (mouse) channel inhibition. actives 0.85% (n = 310,000). B-score at 10 µM. HEK293-Kir2.1, FluxOR thallium flux fluorescence; stronger effect = lower value;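 active = fluorescence ratio B-score at or below minus 3 SD of library scores, with starting-brightness B-score within 2 SD, cut at about -4.2 in these data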;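 note: channel flux triggered by added potassium and thallium sulfate stimulus; B-score of peak minus minimum fluorescence over baseline after thallium stimulus; more negative B-score means stronger Kir2.1 block with less thallium influx; some compounds called inactive have numbers as strong as hits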
Target sequence (P35561 whole entry, looked up): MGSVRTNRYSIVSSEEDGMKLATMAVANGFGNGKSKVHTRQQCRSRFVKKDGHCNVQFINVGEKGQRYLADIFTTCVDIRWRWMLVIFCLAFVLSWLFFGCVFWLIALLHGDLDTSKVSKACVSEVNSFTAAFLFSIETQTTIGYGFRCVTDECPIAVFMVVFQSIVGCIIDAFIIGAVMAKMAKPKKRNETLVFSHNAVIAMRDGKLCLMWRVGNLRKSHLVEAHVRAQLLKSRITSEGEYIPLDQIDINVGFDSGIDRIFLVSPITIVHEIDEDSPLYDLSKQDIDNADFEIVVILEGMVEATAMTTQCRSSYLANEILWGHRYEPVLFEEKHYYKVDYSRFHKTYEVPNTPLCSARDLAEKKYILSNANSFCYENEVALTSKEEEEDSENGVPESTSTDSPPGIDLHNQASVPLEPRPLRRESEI
KCNQ2 block: KCNQ2 potassium channel inhibitors, primary screen, cell-based, CHO-K1, FluxOR thallium flux, B-score (AID 2156) | O88943 | B-score at 10 µM | 20 min; stronger effect = lower value | actives 1.1% (n = 310,000);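 active = fluorescence ratio B-score at most minus 3 library SDs, with starting brightness B-score within 2 library SDs, cut at about -5.5 in these data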
* marks the source's active call; other numbers are inactive results.

Screening CC(CN1CCOCC1)(NS(=O)(=O)c1ccccc1)c1ccccc1 (configuration not stated) returned CHT block inactive, Kir21 inh 1.78 and KCNQ2 block inactive.
Screening CCCNC(=S)Nc1ccc(Cl)cc1C returned CHT block inactive, Kir21 inh -0.04 and KCNQ2 block inactive.
For OC(C#CCN1CCOCC1)(c1ccccc1)C1CC1 (configuration not stated) the results were CHT block inactive, Kir21 inh -0.57 and KCNQ2 block inactive.
For O=C(Nc1cccc(C(F)(F)F)c1)c1cccnc1NCCO the results were CHT block inactive, Kir21 inh -0.97 and KCNQ2 block inactive.
COC(=O)c1sccc1NC(=O)CCC1CCCCC1 was read as CHT block inactive, Kir21 inh -0.23 and KCNQ2 block inactive.
CCOc1ccc(NC(=O)CSc2nc3c([nH]c4ccccc43)c(=O)n2C)cc1 was read as CHT block inactive, Kir21 inh 1.12 and KCNQ2 block inactive.
For CC(=O)COc1ccc(-c2csnn2)cc1 the results were CHT block inactive, Kir21 inh 0.15 and KCNQ2 block inactive.
Screening COc1ccc(C(C)=O)cc1Cn1cnc2c(cnn2C)c1=O returned CHT block inactive, Kir21 inh -2.31 and KCNQ2 block inactive.
Screening O=C(Cn1c(=O)sc2ccccc21)Nc1ccc(O)cc1 returned CHT block inactive, Kir21 inh 0.06 and KCNQ2 block inactive.
Screening CC(C)CSc1oc(-c2ccco2)nc1S(=O)(=O)c1ccccc1 returned CHT block inactive, Kir21 inh -1.51 and KCNQ2 block inactive.
CC(=O)N(C)c1ccc(OCC(O)COc2ccc(N(C)C(C)=O)cc2)cc1 was read as CHT block inactive, Kir21 inh -0.03 and KCNQ2 block inactive.
Screening Cc1cccc(NC(=O)C2CCCN(S(=O)(=O)c3cccc4nsnc34)C2)n1 (configuration not stated) returned CHT block inactive, Kir21 inh -0.43 and KCNQ2 block inactive.
Screening CC(C)n1c(CN2CCN(Cc3ccccc3)CC2)nc2ccccc21 returned CHT block inactive, Kir21 inh -0.84 and KCNQ2 block inactive.
For Cn1cc(/C=C2/SC(=O)N(CC(=O)Nc3ccc4c(c3)OCO4)C2=O)c2ccccc21 the results were CHT block inactive, Kir21 inh 0 and KCNQ2 block inactive.
Screening Cc1ccc(N(CC(=O)NC2CC2)S(=O)(=O)c2ccccc2)c(C)c1 returned CHT block inactive, Kir21 inh -3.31 and KCNQ2 block inactive.
`Cc1ccc(S(=O)(=O)NCCN=Cc2ccc(N(C)C)cc2)cc1` gave CHT block inactive, Kir21 inh -0.49 and KCNQ2 block inactive.
COc1ccc(S(=O)(=O)Nc2cc3c4c(c2)CC(=O)N4CCC3)cc1C was read as CHT block inactive, Kir21 inh -1.72 and KCNQ2 block inactive.
`COc1ccccc1OCC(=O)Sc1ccc(C)cc1` gave CHT block inactive, Kir21 inh 1.35 and KCNQ2 block inactive.
`CCCc1cc(-c2nc(-c3ccc(Br)cc3)cs2)ccn1` gave CHT block inactive, Kir21 inh -0.06 and KCNQ2 block inactive.
Screening CC(C)(C)NC(=O)NC(=O)Cn1ccsc1=N returned CHT block inactive, Kir21 inh 0.74 and KCNQ2 block inactive.
For O=C1CC(c2ccccc2)=NN1c1ccc([N+](=O)[O-])cc1 the results were CHT block inactive, Kir21 inh 0.02 and KCNQ2 block inactive.
For COc1ccc(OC)c(C(O)CNC(=O)CN)c1 (configuration not stated) the results were CHT block inactive, Kir21 inh -0.01 and KCNQ2 block inactive.
Screening COc1ccccc1NC(=O)C1CCCN1C(=O)Nc1ccc(F)cc1 (configuration not stated) returned CHT block inactive, Kir21 inh -1.17 and KCNQ2 block inactive.
CCN1CCN(S(=O)(=O)c2cccs2)CC1 was read as CHT block inactive, Kir21 inh -1.83 and KCNQ2 block inactive.
For CCOc1ccccc1OCC(=O)Nc1nnc(C)s1 the results were CHT block inactive, Kir21 inh 0.02 and KCNQ2 block inactive.
For O=C(c1cccc(S(=O)(=O)N2CCN(c3ccccc3)CC2)c1)N1CCCCCCC1 the results were CHT block inactive, Kir21 inh -1.69 and KCNQ2 block inactive.
`Cc1cc(OCC(=O)NCCN2CCOCC2)c2c(C)c(C)c(=O)oc2c1` gave CHT block inactive, Kir21 inh -0.75 and KCNQ2 block inactive.
`Cc1ccc(S(=O)(=O)NCC(=O)OCC(=O)c2ccc(Cl)s2)cc1` gave CHT block inactive, Kir21 inh -0.1 and KCNQ2 block inactive.
Screening CCCCOc1ccc(N(CC(=O)NC(C)(C)C)C(=O)CCC(=O)Nc2nccs2)cc1 returned CHT block inactive, Kir21 inh 1.49 and KCNQ2 block inactive.
CCc1ccc(N2C(=O)CC(c3ccc(F)cc3)C3=C2COC3=O)cc1 (configuration not stated) was read as CHT block inactive, Kir21 inh -1.46 and KCNQ2 block inactive.
Cc1ccc2c(c1)sc(=NC(=O)c1cccs1)n2C was read as CHT block inactive, Kir21 inh 0.4 and KCNQ2 block inactive.
Cc1ccc(C(C)C)c(OCC(=O)NNC(=O)CC2OC(=O)c3ccccc32)c1 (configuration not stated) was read as CHT block inactive, Kir21 inh -0.02 and KCNQ2 block inactive.
For CN(c1cccc(NC(=O)CCSc2ccccc2)c1)S(C)(=O)=O the results were CHT block inactive, Kir21 inh -1.29 and KCNQ2 block inactive.
`O=C1CCc2cc(S(=O)(=O)N3CCN(c4cccc(C(F)(F)F)c4)CC3)ccc2N1` gave CHT block inactive, Kir21 inh 1.05 and KCNQ2 block inactive.
Screening CCOC(=O)N1CCC(NC(=O)C2CCN(S(=O)(=O)c3cccs3)CC2)CC1 returned CHT block inactive, Kir21 inh -0.14 and KCNQ2 block inactive.
O=C(CCNS(=O)(=O)c1ccc(Br)cc1)NCc1ccco1 was read as CHT block inactive, Kir21 inh -0.74 and KCNQ2 block inactive.
COc1ccc(-c2cc3ccc(OCc4nn[nH]n4)cc3oc2=O)cc1OC was read as CHT block inactive, Kir21 inh -0.57 and KCNQ2 block inactive.
COc1ccc(C(C(=O)NCc2ccccc2)N(Cc2ccco2)C(=O)c2snc(C(N)=O)c2N)cc1OC (configuration not stated) was read as CHT block inactive, Kir21 inh 3.5 and KCNQ2 block inactive.
CCN(CC)S(=O)(=O)c1ccc(/C=C/C(=O)Nc2ccc(F)c(F)c2F)cc1 was read as CHT block inactive, Kir21 inh -0.93 and KCNQ2 block inactive.
`CN1C(=O)c2oc3ccccc3c(=O)c2C1c1cccnc1` (configuration not stated) gave CHT block inactive, Kir21 inh 1.65 and KCNQ2 block inactive.
Cc1ccccc1C(=O)Nn1cnc2ccccc2c1=O was read as CHT block inactive, Kir21 inh -0.78 and KCNQ2 block inactive.
CCN(CC)CCCN(C(=O)c1ccco1)c1nc(-c2ccc(C)cc2)cs1 was read as CHT block inactive, Kir21 inh -0.07 and KCNQ2 block inactive.
`Cc1ccc(N(CC(=O)NCc2ccco2)C(=O)CCC(=O)Nc2ccccn2)cc1C` gave CHT block inactive, Kir21 inh 1.3 and KCNQ2 block inactive.
For Cc1occc1C(=O)N1CCCC(CCC(=O)NCc2ccc(F)c(F)c2)C1 (configuration not stated) the results were CHT block inactive, Kir21 inh -0.6 and KCNQ2 block inactive.
For O=C1c2ccccc2C(=O)N1CC1=NCCc2ccccc21 the results were CHT block inactive, Kir21 inh -0.04 and KCNQ2 block inactive.
Screening O=C(CCN1C(=O)c2ccccc2S1(=O)=O)Nc1ccccc1F returned Kir21 inh -1.65 and KCNQ2 block inactive.
Screening Cc1ccc(NC2CCCN(C(=O)c3cc4ncccn4n3)C2)cc1C (configuration not stated) returned CHT block inactive, Kir21 inh -0.01 and KCNQ2 block inactive.
`COC(=O)c1cn(NC(=O)C2CCCO2)c(=O)c2ccccc12` (configuration not stated) gave CHT block inactive, Kir21 inh 0.24 and KCNQ2 block inactive.
Screening O=C(Nc1ccccc1Cl)N1CCn2c(nc3ccccc32)C1 returned CHT block inactive, Kir21 inh -0.09 and KCNQ2 block inactive.
Screening Cc1cc(C)cc(NC(=O)C2CCCC2)c1 returned CHT block inactive, Kir21 inh 1.02 and KCNQ2 block inactive.
For CSc1ccc(C2C(C#N)=C(N)Oc3c2ccc(=O)c2c(C)oc(C)c32)cc1 (configuration not stated) the results were CHT block inactive, Kir21 inh -0.83 and KCNQ2 block inactive.
O=C(CCCSc1nc2ccccc2[nH]1)NCc1ccco1 was read as CHT block inactive, Kir21 inh 0.25 and KCNQ2 block inactive.
For C=CCNc1nnc(SC2CC(=O)N(c3ccc(OCCC)cc3)C2=O)s1 (configuration not stated) the results were CHT block inactive, Kir21 inh -0.02 and KCNQ2 block inactive.
Screening CC(/C=N/NC(=O)Cn1cnc2c1c(=O)n(C)c(=O)n2C)=C\c1ccco1 returned CHT block inactive, Kir21 inh -0.78 and KCNQ2 block inactive.
For C(=N\Nc1ccccn1)/c1cccnc1 the results were CHT block inactive, Kir21 inh 0.88 and KCNQ2 block inactive.
`O=C(Nc1ccc(N2CCOCC2)cc1N1CCOCC1)c1ccc(Cl)cc1` gave CHT block inactive, Kir21 inh 0.33 and KCNQ2 block inactive.
Screening CC1(C)Cc2c(C#N)c(N3CCN(C(=O)c4ccco4)CC3)nc(-c3ccco3)c2CS1 returned CHT block inactive, Kir21 inh 2.32 and KCNQ2 block inactive.
CCCCCN1C(C)=CC(=C(C#N)C#N)C=C1C was read as CHT block inactive, Kir21 inh 0 and KCNQ2 block inactive.
For Nc1nc(SCc2ccc(F)cc2)n[nH]1 the results were CHT block inactive, Kir21 inh -0.03 and KCNQ2 block inactive.
For CC1CN(CCCOc2ccccc2-c2ccccc2)CC(C)O1 (configuration not stated) the results were CHT block inactive, Kir21 inh -4.04 and KCNQ2 block inactive.

Quoted at random: six entries already listed.
Screening O=C(CCN1C(=O)c2ccccc2S1(=O)=O)Nc1ccccc1F returned Kir21 inh -1.65 and KCNQ2 block inactive.
For O=C1c2ccccc2C(=O)N1CC1=NCCc2ccccc21 the results were CHT block inactive, Kir21 inh -0.04 and KCNQ2 block inactive.
For C(=N\Nc1ccccn1)/c1cccnc1 the results were CHT block inactive, Kir21 inh 0.88 and KCNQ2 block inactive.
For Cc1occc1C(=O)N1CCCC(CCC(=O)NCc2ccc(F)c(F)c2)C1 (configuration not stated) the results were CHT block inactive, Kir21 inh -0.6 and KCNQ2 block inactive.
CCCCCN1C(C)=CC(=C(C#N)C#N)C=C1C was read as CHT block inactive, Kir21 inh 0 and KCNQ2 block inactive.
Screening Cc1ccc(NC2CCCN(C(=O)c3cc4ncccn4n3)C2)cc1C (configuration not stated) returned CHT block inactive, Kir21 inh -0.01 and KCNQ2 block inactive.

Later entries
COc1ccc(Cl)cc1-c1n[nH]c(=S)n1Cc1ccccc1 was read as CHT block inactive, Kir21 inh -4.34* and KCNQ2 block inactive.
`O=C(CSc1ccccc1F)NC1CCS(=O)(=O)C1` (configuration not stated) gave CHT block inactive, Kir21 inh 2.08 and KCNQ2 block inactive.
O/N=C(\c1ccccc1)c1nccc2ccccc12 was read as CHT block inactive, Kir21 inh 1.98 and KCNQ2 block inactive.
For CCOC(=O)c1ccc(N=Cc2nc3ccccc3n2C)cc1 the results were CHT block inactive, Kir21 inh -0.05 and KCNQ2 block inactive.
CNC(=S)NNC(=O)Cn1ccc(C)n1 was read as CHT block inactive, Kir21 inh 0.77 and KCNQ2 block inactive.
For COC(=O)c1c(C(=O)OC)c(-c2ccc(C)cc2)n2c1CS(=O)(=O)C2 the results were CHT block inactive, Kir21 inh -0.17 and KCNQ2 block inactive.
For Cc1ccc2c(c1)N(CC(=O)NCc1cccs1)C(=O)CO2 the results were CHT block inactive, Kir21 inh -1.37 and KCNQ2 block inactive.
Screening CCOC(=O)CCc1c(C)c(C#N)c2nc3ccccc3n2c1-n1cnc2ccccc21 returned CHT block inactive, Kir21 inh 0.01 and KCNQ2 block inactive.
`O=C(NCCCN1CCCC1=O)C1CCN(S(=O)(=O)N2CCOCC2)CC1` gave Kir21 inh -0.12 and KCNQ2 block inactive.
`CCOc1cc(Br)cc(/C=N/NC(=O)c2cccnc2)c1O` gave CHT block inactive, Kir21 inh 0.3 and KCNQ2 block inactive.
`CN1CCc2c(sc(NC(=O)c3ccc(S(=O)(=O)N4CCCC4)cc3)c2C(N)=O)C1` gave CHT block inactive, Kir21 inh -1.79 and KCNQ2 block inactive.
For Cc1ccc(S(=O)(=O)N2CCN(C(=O)CSc3ncn[nH]3)CC2)c(C)c1 the results were CHT block inactive, Kir21 inh -0.57 and KCNQ2 block inactive.
Screening O=C(O)Cc1csc(-c2ccc(F)cc2)n1 returned CHT block inactive, Kir21 inh 1.49 and KCNQ2 block inactive.
Cc1ccc2c(c1)N=C(c1ccc(Cl)cc1)CO2 was read as CHT block inactive, Kir21 inh 0.41 and KCNQ2 block inactive.
`COc1ccc(Cc2[nH]n3c(=O)cc(C(C)C)nc3c2-c2ccccc2)cc1` gave CHT block inactive, Kir21 inh 2.43 and KCNQ2 block inactive.
Cc1nc2sc(C(c3cccc(F)c3)N3CCC(C)CC3)c(O)n2n1 (configuration not stated) was read as CHT block inactive, Kir21 inh 0.29 and KCNQ2 block inactive.
For CCn1c(C)nc2cc(C(=O)N/N=C(\C)c3ccc(OC)cc3O)ccc21 the results were Kir21 inh -1.01 and KCNQ2 block inactive.
Cc1ccc(S(=O)(=O)CCC(=O)Nc2nnc(-c3ccccc3S(C)(=O)=O)o2)cc1 was read as CHT block inactive, Kir21 inh 0.27 and KCNQ2 block inactive.
Nc1cccc(C(=O)Nc2ccccc2Cl)c1 was read as CHT block inactive, Kir21 inh -1.44 and KCNQ2 block inactive.

Bioassay records as filed in PubChem.
